PTPN22 inh 2: inhibitors of human LYP (PTPN22) phosphatase; recombinant LYP catalytic domain, DiFMUP fluorescence; inhibition, % at 2 µM; 96,000 tested, 0.21% active; AID 640;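 active means inhibition at 2 µM at or above a set limit, the screen mean plus 3 SD, cut at about 24% in these data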;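 further: 0% = DMSO with enzyme and 100% = enzyme fully blocked by orthovanadate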
Pyk2 oligo antag: Pyk2 (human) oligomerization antagonism | Q14289 | Q293 cells, Pyk2 FERM NanoBiT luminescence; active compounds read low | z-score (the deposit names both 25 µM and 10 µM) | 99,000 tested, 0.83% active | AID 1347419;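 active means Z-score of -3 or lower, scaled per plate to the spread of control and sample wells; inactive means z-score above -3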;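 further: negative z-score means lost luminescence so less FERM oligomerization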
DAT uptake mod: modulates human dopamine transporter uptake under cocaine. LLC-PK1 hDAT cells, [14C]-dopamine uptake with cocaine IC80; actives deviate in either direction. B-score at 10 µM. 110,000 tested, 1.3% active;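 active means Z score or B-score, a plate-position-corrected score, falls beyond the plate's 99.7% confidence bounds, in either direction; inactive means both scores lie inside the 99.7% bounds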;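 further: scored against the spread of the other compound wells on the same plate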
Target sequence (Q01959 whole entry, looked up): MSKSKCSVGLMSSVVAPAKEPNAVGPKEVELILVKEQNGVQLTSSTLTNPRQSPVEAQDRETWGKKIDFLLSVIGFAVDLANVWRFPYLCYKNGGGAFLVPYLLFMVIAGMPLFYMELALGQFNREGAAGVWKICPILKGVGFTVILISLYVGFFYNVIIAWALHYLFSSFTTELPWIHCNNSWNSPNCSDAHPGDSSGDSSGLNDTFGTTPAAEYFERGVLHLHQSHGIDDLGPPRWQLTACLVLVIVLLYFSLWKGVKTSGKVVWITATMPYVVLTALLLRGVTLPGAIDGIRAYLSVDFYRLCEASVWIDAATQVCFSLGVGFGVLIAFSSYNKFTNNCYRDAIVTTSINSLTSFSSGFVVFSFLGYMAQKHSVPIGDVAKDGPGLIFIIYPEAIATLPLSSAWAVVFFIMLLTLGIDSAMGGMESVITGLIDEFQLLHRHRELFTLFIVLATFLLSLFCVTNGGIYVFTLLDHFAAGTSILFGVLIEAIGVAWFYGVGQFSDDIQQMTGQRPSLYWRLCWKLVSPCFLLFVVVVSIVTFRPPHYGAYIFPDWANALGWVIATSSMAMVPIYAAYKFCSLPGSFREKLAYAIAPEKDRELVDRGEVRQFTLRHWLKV
LYP act: LYP (human) phosphatase activation; Q9Y2R2; recombinant LYP, DiFMUP fluorescence; 0 = plate median, 100 = signal doubled; activation, % at 2 µM; 96,000 tested, 0.11% active; AID 697;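 active means activation at 2 µM above a set limit, the mean plus 5 SD, cut at about 37% in these data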
CYP2C9 activ: increases human cytochrome P450 2C9 activity | 96,000 tested, 1.4% active | recombinant CYP2C9, luciferin-H conversion, luminescence; active compounds read high; factor 1 = untreated enzyme, 0 = blocked | activation factor at 5 µM | P11712 | AID 1024;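 active means activation factor of 2 or more for CYP2C9 at a 5 µM dose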;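 further: 0 = sulfaphenazole-blocked wells and 1 = vehicle-only wells; values of inactives mirror those of a sister screen read the other way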
Target sequence (P11712 whole entry, looked up): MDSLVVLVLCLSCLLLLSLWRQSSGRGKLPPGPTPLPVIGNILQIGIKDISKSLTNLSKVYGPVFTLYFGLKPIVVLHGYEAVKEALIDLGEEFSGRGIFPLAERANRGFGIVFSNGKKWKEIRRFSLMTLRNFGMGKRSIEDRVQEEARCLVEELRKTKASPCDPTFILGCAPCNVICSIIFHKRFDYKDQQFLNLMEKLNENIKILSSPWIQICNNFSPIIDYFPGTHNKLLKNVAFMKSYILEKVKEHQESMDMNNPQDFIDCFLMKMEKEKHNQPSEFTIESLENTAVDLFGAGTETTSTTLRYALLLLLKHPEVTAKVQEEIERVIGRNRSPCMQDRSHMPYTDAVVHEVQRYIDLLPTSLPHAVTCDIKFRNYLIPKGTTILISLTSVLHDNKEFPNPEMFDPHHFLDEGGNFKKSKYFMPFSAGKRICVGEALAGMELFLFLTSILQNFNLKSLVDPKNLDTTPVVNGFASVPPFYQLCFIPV
PostGolgi ctrl: inhibits growth of the yeast control strain; efflux-deficient yeast background strain, growth absorbance A615, 16 h; 98,000 tested, 5% active; inhibition, % at 10 µM
PostGolgi yeast: growth inhibition of a yeast mutant, post-Golgi transport screen | inhibition, % at 10 µM | AID 739 | 98,000 tested, 0.9% active | post-Golgi transport phenotypic cell assay;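 further: yeast cells grown in 1536-well plates; yeast grown about 18 h at 30C before absorbance read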
CYP2C9 inhib: inhibitors of human CYP2C9. CYP2C9 Supersomes, luciferin-H conversion, luminescence. P11712. inhibition, % at 5 µM. 96,000 tested, 20% active. AID 777;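 active means blocking of liver enzyme CYP2C9 beyond about 50% at 5 µM, limit read from the data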; further: values of inactives mirror those of a sister screen read the other way
E coli WT exp: growth inhibitors of E. coli BW25113 wild type; 98,000 tested, 0.15% active; OD600 absorbance; growth inhibition, % at 100 µM; AID 710;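 active means growth inhibition above about 50% at one test dose, limit read from the data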;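 further: growth measured after 20 h incubation at 37 °C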
* hit, by the source's call. Unless noted, no stated cut-off is given here; in the data, active means inhibition above about 30%; inactive means the rest.

Results for COc1cccc(NC(=O)COC(=O)c2nc3nccc(C)n3n2)c1 ?
PTPN22 inh 2: 5; Pyk2 oligo antag: 1.8; DAT uptake mod: -1.4; LYP act: -4; CYP2C9 activ: 1.1; PostGolgi ctrl: 7; PostGolgi yeast: 3; CYP2C9 inhib: -14; E coli WT exp: 2

How did Oc1ccccc1CNc1cnc2ccccc2c1 do in these assays?
PTPN22 inh 2: -5; Pyk2 oligo antag: -0.03; DAT uptake mod: -0.052; LYP act: 5

What do the screens show for `Cc1ccc(S(=O)(=O)NC(CC(=O)n2nc(C)cc2C)c2ccccc2)cc1` (centres undefined)?
PTPN22 inh 2: -2; Pyk2 oligo antag: -0.84; DAT uptake mod: -1.4; LYP act: 2; CYP2C9 activ: 0.1; PostGolgi ctrl: 35*; PostGolgi yeast: -5; CYP2C9 inhib: 94*; E coli WT exp: 0

How did COc1ccc2nc3sc(C(=O)NCc4cccs4)c(N)c3cc2c1 do in these assays?
PTPN22 inh 2: 10; DAT uptake mod: 1; LYP act: -10; CYP2C9 activ: 0.4; PostGolgi ctrl: 8; PostGolgi yeast: 3; CYP2C9 inhib: 56*; E coli WT exp: 6

How did Nc1nnc(Cc2c[nH]c3ccccc23)s1 do in these assays?
PTPN22 inh 2: 10; Pyk2 oligo antag: -0.96; DAT uptake mod: 0.013; LYP act: -7; CYP2C9 activ: 1.1; PostGolgi ctrl: 11; PostGolgi yeast: -5; CYP2C9 inhib: -9; E coli WT exp: 1

Results for CCn1cc(C(=O)NCC2CCCO2)c(=O)c2cc(S(=O)(=O)N3CCCCC3)ccc21 (centres undefined) ?
PTPN22 inh 2: 2; Pyk2 oligo antag: -0.39; DAT uptake mod: 0.1; LYP act: -4; CYP2C9 activ: 0.6; PostGolgi ctrl: 5; PostGolgi yeast: 3; CYP2C9 inhib: 44; E coli WT exp: 1

How did Cc1cccc2sc(NC(=O)CN(C)S(=O)(=O)c3cccs3)nc12 do in these assays?
PTPN22 inh 2: 10; Pyk2 oligo antag: -1.1; DAT uptake mod: 1.6; LYP act: -10; CYP2C9 activ: 0.4; PostGolgi ctrl: 23; PostGolgi yeast: -3; CYP2C9 inhib: 59*; E coli WT exp: -9

What do the screens show for `COc1cccc(N2CCN(CC(=O)Nc3nc4c(s3)CC(C)CC4)CC2)c1` (centres undefined)?
PTPN22 inh 2: 6; Pyk2 oligo antag: -0.6; DAT uptake mod: 0.27; LYP act: -8; CYP2C9 activ: 0.5; PostGolgi ctrl: 22; PostGolgi yeast: 2; CYP2C9 inhib: 53*; E coli WT exp: -9

How did CCOC(=O)N1CCC(Nc2c(N3CCN(c4cccc(C(F)(F)F)c4)CC3)c(=O)c2=O)CC1 do in these assays?
PTPN22 inh 2: 1; Pyk2 oligo antag: -0.14; DAT uptake mod: 0.68; LYP act: -1; CYP2C9 activ: 0.4; PostGolgi ctrl: 6; PostGolgi yeast: 5; CYP2C9 inhib: 58*; E coli WT exp: -10

Results for Cc1ccccc1NC(=O)Cc1cn(C)c2ccccc12 ?
PTPN22 inh 2: 9; Pyk2 oligo antag: 0.29; DAT uptake mod: -1.9; LYP act: -6; CYP2C9 activ: 3*; PostGolgi ctrl: 1; PostGolgi yeast: 9; CYP2C9 inhib: -196; E coli WT exp: 3

How did Nc1cc(Cl)c(N)cc1Cl do in these assays?
PTPN22 inh 2: -2; Pyk2 oligo antag: -2.7; DAT uptake mod: -0.11; LYP act: 1; CYP2C9 activ: 1.1; PostGolgi ctrl: 11; PostGolgi yeast: 1; CYP2C9 inhib: -14; E coli WT exp: -1

What do the screens show for `CCCc1[nH][nH]c(=O)c1C(c1ccc(Br)cc1)C(C#N)C#N` (centres undefined)?
PTPN22 inh 2: -5; Pyk2 oligo antag: -0.23; DAT uptake mod: 0.67; LYP act: 9; CYP2C9 activ: 0.4; PostGolgi ctrl: -5; PostGolgi yeast: -6; CYP2C9 inhib: 61*; E coli WT exp: 4

Results for CCc1c(C)[nH]c2nc3ccccc3n2c1=O ?
PTPN22 inh 2: 3; Pyk2 oligo antag: 1.6; DAT uptake mod: -0.0071; LYP act: 0; CYP2C9 activ: 0.5; PostGolgi ctrl: 12; PostGolgi yeast: -2; CYP2C9 inhib: 48; E coli WT exp: -7

Results for COc1ccnc(CSC(N)=Nc2ccc(F)cc2)c1 ?
PTPN22 inh 2: -4; Pyk2 oligo antag: 0.14; DAT uptake mod: -0.073; LYP act: 5

What do the screens show for `Cc1cc(Oc2ccc(=O)n(C)n2)nc(Oc2ccc(=O)[nH]n2)n1`?
PTPN22 inh 2: 0; Pyk2 oligo antag: -0.56; DAT uptake mod: -0.02; LYP act: 1; CYP2C9 activ: 0.9; PostGolgi ctrl: 2; PostGolgi yeast: 9; CYP2C9 inhib: 8; E coli WT exp: -8

How did CCC(c1nnnn1CCc1ccccc1)N(Cc1ccco1)Cc1cc2cccc(C)c2[nH]c1=O (centres undefined) do in these assays?
PTPN22 inh 2: 10; Pyk2 oligo antag: -0.04; DAT uptake mod: 0.47; LYP act: -11; CYP2C9 activ: 0.6; PostGolgi ctrl: 9; PostGolgi yeast: 12; CYP2C9 inhib: 41; E coli WT exp: -8

How did O=C1OC(C(=O)Nc2nccs2)Cc2ccccc21 (centres undefined) do in these assays?
PTPN22 inh 2: 5; Pyk2 oligo antag: -0.54; DAT uptake mod: 1.6; LYP act: -7; CYP2C9 activ: 0.6; PostGolgi ctrl: 0; PostGolgi yeast: 4; CYP2C9 inhib: 40; E coli WT exp: 5

What do the screens show for `O=C(CCCCn1c(=O)c2ccccc2n(CC(=O)Nc2cccc(F)c2)c1=O)NCc1ccco1`?
Pyk2 oligo antag: -1.9; DAT uptake mod: 1.1; CYP2C9 activ: 0.3; PostGolgi ctrl: 4; PostGolgi yeast: -1; CYP2C9 inhib: 75*; E coli WT exp: -1

What do the screens show for `CCOC(=O)CC(Nc1nc(N2CCOCC2)nc(N2CCOCC2)n1)c1ccccc1Cl` (centres undefined)?
PTPN22 inh 2: 2; Pyk2 oligo antag: -0.36; DAT uptake mod: -0.4; LYP act: -4; CYP2C9 activ: 0.5; PostGolgi ctrl: 12; PostGolgi yeast: -3; CYP2C9 inhib: 53*; E coli WT exp: -2

Results for CCN(CC)C(=O)c1cc2cc([N+](=O)[O-])ccc2s1 ?
PTPN22 inh 2: -18; Pyk2 oligo antag: -0.16; DAT uptake mod: -0.067; LYP act: 13; CYP2C9 activ: 0.9; PostGolgi ctrl: 0; PostGolgi yeast: -7; CYP2C9 inhib: 8; E coli WT exp: 1

Results for O=C(COC(=O)c1cc(S(=O)(=O)N2CCc3ccccc3C2)ccc1Cl)NCc1ccco1 ?
PTPN22 inh 2: 7; Pyk2 oligo antag: -0.58; DAT uptake mod: -0.28; LYP act: -4; CYP2C9 activ: 0.3; PostGolgi ctrl: 11; PostGolgi yeast: -4; CYP2C9 inhib: 66*; E coli WT exp: 0

Results for CCC(C)[C@H](NC(=O)NCc1cccc(OC)c1)C(=O)OC (some centres undefined) ?
PTPN22 inh 2: -1; Pyk2 oligo antag: 0.23; DAT uptake mod: 0.039; LYP act: -1; CYP2C9 activ: 0.9; PostGolgi ctrl: -2; PostGolgi yeast: -3; CYP2C9 inhib: 8; E coli WT exp: -2

What do the screens show for `CC(=O)Nc1sc(NC(=O)c2ccccc2)nc1-c1cccs1`?
Pyk2 oligo antag: 0.21; DAT uptake mod: 0.4; CYP2C9 activ: 0.8; PostGolgi ctrl: 3; PostGolgi yeast: 3; CYP2C9 inhib: 16; E coli WT exp: -10

How did Clc1ccc(OCCn2c(-c3ccco3)nc3ccccc32)cc1 do in these assays?
PTPN22 inh 2: 0; Pyk2 oligo antag: -0.3; DAT uptake mod: -1.5; LYP act: 0; CYP2C9 activ: 0.4; PostGolgi ctrl: 53*; PostGolgi yeast: -3; CYP2C9 inhib: 56*; E coli WT exp: -9

Results for CC1Oc2ccccc2N(Cc2ccccc2Cl)C1=O (centres undefined) ?
Pyk2 oligo antag: -1.2; DAT uptake mod: -1.1; PostGolgi ctrl: 21; PostGolgi yeast: 4; E coli WT exp: -9

How did O=C(CCCCC(=O)NCc1cccs1)NCc1cccs1 do in these assays?
PTPN22 inh 2: 13; Pyk2 oligo antag: 0.28; DAT uptake mod: -0.016; LYP act: -14; CYP2C9 activ: 1.2; PostGolgi ctrl: 6; PostGolgi yeast: -6; CYP2C9 inhib: -18; E coli WT exp: 6

What do the screens show for `COc1nc(-c2ccc(Cl)cc2)ccc1-c1noc(-c2ccco2)n1`?
PTPN22 inh 2: -9; Pyk2 oligo antag: 1.6; DAT uptake mod: -0.43; LYP act: 12; CYP2C9 activ: 0.7; PostGolgi ctrl: -1; PostGolgi yeast: -2; CYP2C9 inhib: 31; E coli WT exp: 1

What do the screens show for `O=C(C1CCN(S(=O)(=O)N2CCC3(CC2)OCCO3)CC1)N1CCC(Cc2ccccc2)CC1`?
PTPN22 inh 2: -4; Pyk2 oligo antag: 0.36; DAT uptake mod: 1.5; LYP act: 2; CYP2C9 activ: 0.2; PostGolgi ctrl: 13; PostGolgi yeast: 7; CYP2C9 inhib: 76*; E coli WT exp: 4

Results for Cc1noc(C)c1C(=O)NCc1cccs1 ?
PTPN22 inh 2: -6; Pyk2 oligo antag: 0.05; DAT uptake mod: -0.95; LYP act: 2; CYP2C9 activ: 1; PostGolgi ctrl: 2; PostGolgi yeast: 15; CYP2C9 inhib: 0; E coli WT exp: 4

Results for COc1ccc(C2CC(C(F)(F)F)n3nc(C(=O)NCc4c(C)nn(C)c4C)c(Cl)c3N2)cc1 (centres undefined) ?
Pyk2 oligo antag: -2.1; DAT uptake mod: 0.32; CYP2C9 activ: 1.1; PostGolgi ctrl: 0; PostGolgi yeast: 1; CYP2C9 inhib: -6; E coli WT exp: -4

What do the screens show for `COc1ccc(-c2nc3n(n2)C(c2ccccc2Cl)C(C(N)=O)=C(C)N3)cc1` (centres undefined)?
PTPN22 inh 2: -9; DAT uptake mod: 1.1; LYP act: 6; CYP2C9 activ: 0.8; PostGolgi ctrl: 12; PostGolgi yeast: -2; CYP2C9 inhib: 15; E coli WT exp: 8

What do the screens show for `CC1=CC(c2ccccc2)n2nc(NS(=O)(=O)c3ccc(C)cc3)nc2N1` (centres undefined)?
PTPN22 inh 2: -4; Pyk2 oligo antag: 2.2; DAT uptake mod: 0.32; LYP act: 1; CYP2C9 activ: 0.8; PostGolgi ctrl: -1; PostGolgi yeast: 24; CYP2C9 inhib: 24; E coli WT exp: 4

Copied from the listing, four compounds:
How did O=C(CCCCC(=O)NCc1cccs1)NCc1cccs1 do in these assays?
PTPN22 inh 2: 13; Pyk2 oligo antag: 0.28; DAT uptake mod: -0.016; LYP act: -14; CYP2C9 activ: 1.2; PostGolgi ctrl: 6; PostGolgi yeast: -6; CYP2C9 inhib: -18; E coli WT exp: 6

What do the screens show for `COc1nc(-c2ccc(Cl)cc2)ccc1-c1noc(-c2ccco2)n1`?
PTPN22 inh 2: -9; Pyk2 oligo antag: 1.6; DAT uptake mod: -0.43; LYP act: 12; CYP2C9 activ: 0.7; PostGolgi ctrl: -1; PostGolgi yeast: -2; CYP2C9 inhib: 31; E coli WT exp: 1

What do the screens show for `O=C(C1CCN(S(=O)(=O)N2CCC3(CC2)OCCO3)CC1)N1CCC(Cc2ccccc2)CC1`?
PTPN22 inh 2: -4; Pyk2 oligo antag: 0.36; DAT uptake mod: 1.5; LYP act: 2; CYP2C9 activ: 0.2; PostGolgi ctrl: 13; PostGolgi yeast: 7; CYP2C9 inhib: 76*; E coli WT exp: 4

Results for Cc1noc(C)c1C(=O)NCc1cccs1 ?
PTPN22 inh 2: -6; Pyk2 oligo antag: 0.05; DAT uptake mod: -0.95; LYP act: 2; CYP2C9 activ: 1; PostGolgi ctrl: 2; PostGolgi yeast: 15; CYP2C9 inhib: 0; E coli WT exp: 4

Bioassay records: PubChem, several laboratories
